Bioassay records: PubChem, National Center for Advancing Translational Sciences (NCATS)
ATXN2 expr inh: reduces ATXN2 reporter expression in HEK-293 cells. 0.72% of 360,000 active. Potency, µM (series often up to 57 µM), inactives show at the top dose activity change, negative = inhibition, hits mostly inhibitors. HEK-293 ATXN2-luciferase reporter, luminescence, 24 h; also: potency is read from the fitted curve at half-maximal effect; % is scaled to controls: 0 for no effect and ±100 for the full control effect; nearly all actives have a fitted effect of over 55% in size
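qHTS (up to 57 uM final) was run with 24 h compound exposure of reporter cells at 37 °C. Each well was multiplexed: SteadyGlo luminescence measured ATXN2-luciferase expression after a fluorogenic Gly-Phe-AFC viability readout (25 uM final).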
HT1080 IDH1KD tx: toxicity to HT-1080 IDH1 knockdown cells (counter line) | HT-1080 IDH1 knockdown viability, ATP luminescence, 48 h | Potency, µM (series often up to 46.1 µM), for the others: top-dose activity, negative = toxicity, most hits filed as cytotoxic | 2% of 360,000 active;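 also: potency is read from the fitted curve at half-maximal effect; 0% = DMSO wells and -100% = cell-free medium wells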
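HT-1080-IDH1KD cells (IDH1 knocked down), 750/well in RPMI with 5% FBS, treated with compound 48 h at 37 degrees C. Viability by CellTiter-Glo luminescence, normalised to DMSO and no-cell wells; concentration-response curves classed.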
KB-V1 cytotox: kills drug-selected multidrug resistant KB-V1 cells. 3.4% of 400,000 active. KB-V1 MDR cells viability, CellTiter-Glo, 72 h. Potency, µM (top dose mostly 46.1 µM), without a hit: top-dose activity change, negative = cytotoxicity, usual class: cytotoxic; also: potency is read from the fitted curve at half-maximal effect; % is scaled to controls: 0 for no effect and ±100 for the full control effect; nearly all actives have a fitted effect of over 60% in size
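Readout: CellTiter-Glo luminescence, 10 min after addition. Cells: KB-V1 MDR subline, 72 h at 37 degrees C with compound. Analysis: corrected, normalized data fitted to concentration-effect curves.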
IL1B secr inh: inflammasome signaling inhibition, IL-1 beta readout. THP-1 LPS/ATP IL-1B secretion, AlphaLISA, 16 h; active compounds read low. activity change, % at 57.5 µM. 4.7% of 360,000 active. AID 743279; in the data active = activity change below about -50%; inconclusive = mostly about -30% to -49%; also: % is scaled to controls: 0 for no effect and ±100 for the full control effect
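THP-1 cells pretreated 1 hr with compounds (up to 57.5 uM final), then stimulated with LPS (250 ng/mL final) plus ATP (1.25 mM final); secreted IL-1B measured by AlphaLISA after 16 hr, decreased signal indicating inhibition.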
MCF10A rerep: DNA re-replication induction in MCF 10a cells. 2.9% of 350,000 active. MCF 10A DNA re-replication, Hoechst nuclear intensity, 48 h. Potency, µM (highest dose often 46.1 µM), for the others: top-dose activity, positive = re-replication, most hits filed as activators; also: potency is read from the fitted curve at half-maximal effect; % of control where 0% means no effect; nearly all actives have a fitted effect of over 50% in size
HT1080NT lethal: kills 2HG-producing HT-1080-NT fibrosarcoma cells; HT-1080-NT fibrosarcoma viability, CellTiter-Glo ATP luminescence, 48 h; 1.6% of 360,000 active; Potency, µM (titrated, usually from 46.1 µM), without a hit: at the highest dose activity, negative = less viability, usual class: cytotoxic; AID 686970;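 also: NT is the 2HG producing partner of a matched IDH1 knockdown line; potency is read from the fitted curve at half-maximal effect; 0% = DMSO-treated cells and -100% = media-only wells without cells; nearly all actives have a fitted effect of over 55% in size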
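HT-1080-NT; 750 cells/well; 5% FBS RPMI; 48 h compound, 37 degrees C; CellTiter-Glo luminescence; curve fitting and curve-class assignment.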
KB-3-1 tox: kills parental KB-3-1 adenocarcinoma cells | KB-3-1 viability, CellTiter-Glo ATP luminescence, 72 h | Potency, µM (series often up to 46.1 µM), without a hit: top-dose activity change, negative = cytotoxic, usual class: cytotoxic | 1.4% of 400,000 active; also: potency is read from the fitted curve at half-maximal effect; % is scaled to controls: 0 for no effect and ±100 for the full control effect; nearly all actives have a fitted effect of over 60% in size
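Using CellTiter-Glo luminescence, growth of non-resistant KB-3-1 adenocarcinoma cells is assessed 72 h after pin-tool compound addition at 37 °C. Normalized responses across the concentration series yield fitted curves.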
ATXN viability: viability counter-screen for ATXN expression inhibitors. S2 cells (HEK-293 line with an ATXN2-luciferase reporter) viability, CellTiter-Fluor protease fluorescence, 24 h. Potency, µM (top dose mostly 56.7 µM), most hits filed as cytotoxic. 0.49% of 400,000 active. AID 651635; also: potency is read from the fitted curve at half-maximal effect; nearly all actives have a fitted effect of over 40% in size
SW480 rerep: induces DNA re-replication in SW480 colon adenocarcinoma cells. SW480 DNA re-replication, Hoechst DNA content imaging, 48 h. 1.8% of 340,000 active. AID 624297. Potency, µM (top dose mostly 46.1 µM), without a hit: at the top dose re-replication activation, hits mostly activators; also: potency is read from the fitted curve at half-maximal effect; % of control where 0% means no effect; nearly all actives have a fitted effect of over 55% in size
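DNA re-replication was detected as more nuclei of elevated Hoechst intensity after 48 hr exposure to compound (23 nL pinned per well of 250 cells).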
An asterisk follows results filed as active; i = inactive; ? = inconclusive; . = no result given; & = joins results of further samples; [ ] = another dose, or the depositor's remark. Unless noted, calls follow the shape of the dose curve; as a rule, active = well fitted curve in the direction sought with a large enough effect; inconclusive = small, poorly fitted or top-dose-only effect, or another doubt; inactive = no such curve, though single readings can be large; an effect the other way counts as inactive or inconclusive.

SMILES | MCF10A rerep | HT1080NT lethal | HT1080 IDH1KD tx | IL1B secr inh | SW480 rerep | KB-V1 cytotox | ATXN viability | KB-3-1 tox | ATXN2 expr inh
Cc1ccccc1OCC(=O)Nc1ccncc1 | 11% | -2% | -6% | 10 | -7% | -7% | ? | -19% | -4%
CCOC(=O)c1c(C)[nH]c(C)c1C(=O)CSc1ncccn1 | 2% | 5%[9.24 µM] | -2% | 14 | -4% | -3% | i | 14% | 9%
C=CCOc1ccccc1CN1CCCN(C)CC1 | -6% | -23% | -19% | 1 | -6% | 6% | i | 2% | .
COc1cc2c(cc1OC)CN(S(=O)(=O)c1cccc(F)c1)CC2 | 9% | -14% | 0% | 4 | -6% | -16% | i | 14% | -8%
COc1cccc(NC(=O)CSc2nccn2-c2cccc(OC)c2)c1 | 4% | -2% | -1% | -13 | 3% | 0% | i | -13% | 0%
Cc1cccc(NC(=O)c2ccc(Cl)c(S(=O)(=O)N3CCCCCC3)c2)n1 | 2% | 3% | 6% | 12 | 1% | 0% | i | -12% | -39%
Cc1cccc(NC(=O)c2ccccc2NC(=O)C(C)(C)C)n1 | -21% | -7% | -2% | 36 | -7%[9.22 µM] | 0% | i | -1% | -7%
CCCCCN1C2=NCCN2c2ccccc21 | ? | -15% | -1% | -2 | ? | -19% | ? | -16% | -37%
CCCCCCN1C[C@@H](O)[C@H](n2cc(C3CC3)nn2)C[C@@H]1c1ccc(OC)cc1 | . | -1% | 3% | 16 | . | -1% | i | 10% | 5%
COc1ccc(OC)c(Nc2nc(-c3cccs3)cs2)c1 | ? | ? | -19% | ? | 2% | ? | i | -19% | 14%
Cc1ccccc1CSc1nn2c(=O)c(C)nnc2s1 | ? | 7% | 2% | -26 | 22% | 1% | i | 1% | .
O=C(CCCn1c(=O)oc2ccccc21)Nc1cccnc1 | -3% | 7% | 13% | 6 | -4% | 4% | i | 9% | 6%
CNC(=S)N1N=C(c2ccc(C)cc2)CC1c1cc(OC)ccc1OC (configuration not stated) | ? | ? | 21µM* | 0 | ? | ? | i | 12µM* | -36%
CC(OC(=O)CCC(=O)c1ccc(F)cc1)C(=O)NC1CCCCC1C (configuration not stated) | 6% | 7% | 3% | 3 | -1% | -18% | ? | 16% | 0%
CCOC(=O)C1CC(=O)c2cc(OC)c(OC)cc2C1 (configuration not stated) | 1% | -2% | 3% | -11 | -4% | 0% | i | 0% | .
O=C(Nc1ccccc1C(=O)NCCc1ccc(O)cc1)c1ccco1 | -4% | -17% | -13% | -7 | 24% | -17% | i | -9% | 8%
O=C(NCc1cccs1)C(=O)c1cn(CC(=O)N2CCOCC2)c2ccccc12 | -7% | -5% | 1% | 0 | -6% | -27% | i | 15% | .
O=[N+]([O-])c1cc([N+](=O)[O-])c(N2CCCCCC2)cc1NCCO | 23% | -14% | ? | 17 | 27% | 9.2µM* | i | -12% | -10%
COc1ncnc2c1ncn2CCCN1CCN(Cc2ccc(C)cc2)CC1 | . | 4% | 2% | 38 | . | ? | i | 4% | -4%
Clc1ccc(CO/N=C2\CCCc3nonc32)c(Cl)c1 | ? | 4% | 5% | -9 | -5% | ? | i | -14% | 6%
C=CCNC(=O)c1onc(CSc2cccc(OC)c2)c1C(=O)NCC=C | -3% | 0% | -5% | -21 | -12%[9.22 µM] | -18% | i | -8% | -6%
N#Cc1c2n(c3c(=O)n(CC(=O)c4ccc(Br)cc4)cnc13)CCCC2 | 0% | 7% | 16% | -1 | -4% | 4% | i | 5% | -19%
Cc1ccc(N=C2NC(=O)CC(C(=O)Nc3cc(C(F)(F)F)ccc3Cl)S2)cc1 (configuration not stated) | . | . | . | . | . | 0% | i | -2% | -20%
COc1ccc(N2CCN(S(=O)(=O)c3cccc4nsnc34)CC2)cc1 | -5% | -3% | 0% | -10 | 0% | ? | i | -5% | -21%
O=C(c1ccccc1)N(Cc1cccc(Br)c1)C1CCS(=O)(=O)C1 (configuration not stated) | 19% | -3% | 15% | 0 | -26% | -23% | i | 1% | .
COc1cccc(OC)c1C(=O)Nc1cccc(C(C)=O)c1 | -1% | -5% | 0% | -22 | -6% | -2% | ? | 20% | 3%
O=C(CCCCCNC(=O)c1ccccc1)N/N=C/c1ccc(O)cc1O | ? | -25% | -22% | 90 | -4% | 27% | i | 2% | -36%
NC(=O)c1c(NC(=O)C(=O)N2CCOCC2)sc2c1CCC2 | 5% | 7% | 10% | -8 | 21% | 0% | i | 0% | 3%
COc1ccc(Cl)cc1NC(=O)c1noc2c1CCCC2 | 3% | 0% | -1% | 12 | -36% | -27% | i | -2% | 12%
O=C(NCc1nnc(SCC(=O)N2CCCCC2)o1)c1ccc(F)cc1 | -10% | 0% | -2% | i | -21% | -15% | i | 2% | 2%
Cc1ccc(C(=O)CSc2nc(C)cc(SCc3nnc(-c4ccccc4)o3)n2)cc1 | -1% | 17% | 27% | 4 | -8% | -7% | i | 4% | 1%
O=C(NCCCn1ccnc1)C(=O)NCC1OCCCN1S(=O)(=O)c1ccc(Cl)cc1 (configuration not stated) | 1% | 6% | 13% | -4 | -1% | 4% | i | 2% | 10%
COc1ccc(-n2c(N)c(C(=O)NCc3ccco3)c3nc4ccccc4nc32)cc1 | 4% | ? | ? | ? | -4% | 0% | i | 21% | ?
COc1ccc(Cl)cc1C(=O)NCCN1CCOCC1 | 2% | 6% | 0% | -2 | -16% | -2% | i | 2% | 4%
COC(=O)c1ccccc1NC(=O)CN1CCN(Cc2ccccc2)CC1 | 6% | -9% | -8% | 10 | 10% | -21% | i | -17% | .
Cc1ccc(NC(=O)c2oc3ccc(S(=O)(=O)N4CCCCCC4)cc3c2C)c(C)c1 | . | . | . | . | . | -5% | i | -4% | -11%
CN(C(=O)c1cccc(S(=O)(=O)N2CCCC2)c1)C1CCCCC1 | 1% | 6% | 1% | 18 | 2% | -15% | i | -3% | -26%
Cc1nn(CCC(=O)Nc2cc(F)ccc2F)c(=O)c2nn(-c3ccccc3)c(C)c12 | . | . | . | . | . | -9% | i | -3% | -30%
CCCCCCCNC(=O)C1CC(=O)N(C)C(=Nc2ccc(OC)cc2)S1 (configuration not stated) | 25% | -15% | -12% | -7 | 15% | ? | i | -3% | -10%
Cc1cccc(NC(=O)C(C)Sc2ncnc3sccc23)c1 (configuration not stated) | . | -10% | -19% | -2 | . | ? | i | -13% | .
CCCCCC(=O)N/N=C(\C)c1ccc(NC(=O)c2ccco2)cc1 | 3% | -6% | -12% | 30 | 9% | ? | i | 11% | 0%
CC(=O)Nc1nc(COc2ccc3ccccc3c2)cs1 | ? | 1% | 2% | -8 | -30%[inhibitor] | -24% | . | -27% | .
CCOC(=O)Cc1cc(=O)c2c(=O)n(-c3ccccc3)[nH]c2[nH]1 | -6% | 1% | -2% | -7 | -23% | -14% | i | -5% | 5%
CSc1nnc(CCCCCCCCc2nnc(SC)o2)o1 | 0% | 2% | 3% | -9 | ? | ? | i | -6% | .
CCOC(=O)C1CCCN(C(=O)c2csc(-c3ccc4c(c3)CCO4)n2)C1 (configuration not stated) | 1% | -1% | -7% | 1 | 0% | -17% | i | -3% | 18%
OCC1(CCc2ccccc2)CCN(Cc2cccn2-c2cccnc2)CC1 | 7% | 2% | 0% | -2 | -1% | ? | . | -3% | 0%
COCCCNC(=O)CN1CCN(Cc2ccccc2Cl)C1=O | -2% | 0% | 2% | 10 | -12% | 26% | i | 6% | -3%
O=C(CCc1ccccc1)NCC(=O)N/N=C/c1ccc2c(c1)OCO2 | 6% | -2% | -9% | 37 | 13% | -12% | i | 7% | .
CCC(C)N(C(=O)COC(=O)CNC(=O)c1ccccc1F)C1CCS(=O)(=O)C1 (configuration not stated) | 2% | -7% | -1% | 3 | -1% | -25% | i | -7% | .
CN(CC(=O)Nc1ccccc1Br)C(=O)CN(C)C1CCCCC1 | 20% | 2% | 0% | 5 | -23% | -2% | i | 22% | 4%
Cc1nnc(SCc2cccc(CSc3nnc(C)s3)c2)s1 | 1% | -6% | -12% | -25 | -5% | ? | i | 1% | 24%
CCOC(=O)c1cc(S(=O)(=O)N2CCN(c3cccc(C)c3C)CC2)[nH]n1 | . | . | . | . | . | 0% | i | 0% | -17%
COc1cc(-n2c(=O)c3ccccc3n(Cc3cccnc3)c2=O)cc(OC)c1OC | 7% | -2% | 0% | -1 | -1% | -2% | i | 3% | -3%
CCc1nc2ccc(C(=O)N(CC)CCN(C)C)cn2c1N(C)Cc1nccs1 | . | 6% | -1% | -17 | . | 2% | i | 0% | 0%
COC(=O)c1ccc(C(=O)OC)nc1 | -2% | 18% | 13% | -7 | -2% | 9% | i | 5% | 43%[activator]
CN1C(=O)C(CC(=O)Nc2ccc3c(c2)Cc2ccccc2-3)N(C)C1=O (configuration not stated) | -2% | -4% | -9% | 5 | -6% | -4% | i | -1% | 12%
COc1ccc(CCNC(=O)c2cc(=O)c3ccc(C)cc3o2)cc1OC | 5% | -2% | -9% | 12 | ? | ? | i | ? | -12%&0%
Clc1ccccc1C1=Nn2c(nnc2-c2ccncc2)SC1 | 7% | -29% | -10% | -86* | 10% | ? | i | 4% | 11%
CCOCCCNC(=S)N1CCCN(c2nc3cc(C)c(C)cc3cc2C#N)CC1 | ? | -15% | -12% | -5 | ? | -13% | ? | 10% | ?
CCc1ccccc1N1C(=O)C2CC=CCC2C1=O (configuration not stated) | 0% | 1% | 2% | 26 | -1% | 22% | i | 6% | 2%
Cn1cnc(S(=O)(=O)Nc2ccc(OC(F)F)cc2)c1 | -3% | -3% | -1% | -2 | 5% | ? | i | 0% | 5%
O=C(CSc1ncn[nH]1)Nc1ccc2c(c1)CCC2 | 8% | -2% | -17% | 0 | 1% | ? | i | 12% | 7%
COc1ccc(CNC(=O)CN(C)S(=O)(=O)c2ccc3c(c2)n(C)c(=O)c(=O)n3C)cc1 | 2% | 7% | 7% | -5 | -17% | ? | i | 13% | -14%
